A549 viability: kills or reduces viability of A549 cells in Nrf2 counter-screen | A549 ARE-Fluc cells, CellTiter-Fluor viability, 18-24 h | Potency, µM (doses to about 46 µM), without a hit: at the top dose activity change, negative = cytotoxicity, most hits filed as inhibitors | 390,000 tested, 0.16% active | AID 504648; further: potency means the concentration at half of the fitted maximal effect; on the % scale 0 is the no-effect control and ±100 the full control effect
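Cytotoxicity counterscreen: CellTiter-Fluor fluorescence was measured in A549 ARE_Fluc cells after 18-24 h of compound exposure in a concentration series. The subsequent BugLite luminescent read reports ARE-luciferase activity.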
Nrf2 block: blocks Nrf2 signaling. A549 ARE-Fluc reporter, luciferase luminescence, 18-24 h. Potency, µM (series often up to 46 µM), without a hit: at the highest dose activity change, negative = inhibition, actives largely listed as inhibitors. 360,000 tested, 2.1% active; further: potency means the concentration at half of the fitted maximal effect; on the % scale 0 is the no-effect control and ±100 the full control effect; nearly all actives have a fitted effect of over 60% in size
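Nrf2 function is reported as luminescence of an ARE-controlled luciferase in A549 cells. Compounds were tested at several concentrations, and a CellTiter-Fluor read on the same wells flagged cytotoxicity.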
CCT modulator: cytosolic chaperonin activity modulation | purified chaperonin ATPase assay, HTRF ADP detection, 30 min | activity change, % (no concentration beside the values), hits read low | 360,000 tested, 0.3% active | AID 651819; in the data active means activity change below about -30%; further: on the % scale 0 is the no-effect control and ±100 the full control effect
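TRiC (40 or 20 nM final, by batch activity) in 30 mM Tris pH 7.4, 100 mM KCl, 5 mM MgCl2, 1 mM DTT was treated with compound at 76 uM single dose, then 10 uM ATP, 30 min at 37 °C. ADP was read by HTRF Transcreener.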
Akt phos inh: blocks phosphorylation of Akt. Neuro2A IGF-stimulated pAkt S473 HTRF, 20 min; hits give low values. 360,000 tested, 0.32% active. activity change, % for hits at 50 µM; in the data active means activity change below about -80%; inconclusive means mostly about -51% to -80%; further: on the % scale 0 is the no-effect control and ±100 the full control effect
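Single-point screen (50 µM final compound) in Neuro2A cells stimulated 20 min with 6 nM IGF at 37 deg C. After lysis, Ser473-phosphorylated Akt read by HTRF (ex 330 nm, em 615/665 nm) as the 665/615 ratio.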
HepG2 viability: kills HepG2 cells in TGF-b inhibitor counter-screen. HepG2 CAGA-GFP viability, ATP luminescence, 18 h. Potency, µM (doses to about 46.1 µM), for the others: top-dose activity change, negative = cytotoxicity, hits mostly cytotoxic. 410,000 tested, 0.76% active. AID 588856; further: potency means the concentration at half of the fitted maximal effect; some results filed as inactive show a strong effect at the top dose
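HepG2 CAGA-GFP cells (1000/well, DMEM with 1% FBS) received compound, then TGF-beta at 500 pg/mL final, and were incubated 18 hours at 37 degrees C. Viability was read by CellTiter-Glo luminescence. Media-only wells were set as complete cell-killing and DMSO as no toxicity.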
Mm-Cpn inhibitor: blocks the Methanococcus maripaludis chaperonin Mm-Cpn. purified Mm-Cpn ATPase, ADP Transcreener TR-FRET. Potency, µM (highest dose often 76.9 µM), without a hit: top-dose activity, negative = inhibition, actives largely listed as inhibitors. 330,000 tested, 0.031% active; further: potency means the concentration at half of the fitted maximal effect; on the % scale 0 is the no-effect control and ±100 the full control effect; nearly all actives have a fitted effect of over 80% in size
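Quantitative HTS used 25 nM Mm-CPN and 10 uM ATP in magnesium/KCl Tris buffer, pH 7.4, with 1 mM DTT. Hydrolysis ran 30 min at 37°C; ADP was read by HTRF.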
Abeta rescue: compounds reversing amyloid beta toxicity in yeast | yeast expressing A-beta42, growth rescue, OD600, 48 h; response scale: 0% DMSO, 100% iron-clioquinol control | Potency, µM (highest dose often 46.1 µM), for inactives: at the highest dose growth rescue, usual class: activators | 410,000 tested, 0.063% active | AID 1347071; further: potency means the concentration at half of the fitted maximal effect; nearly all actives have a fitted effect of over 55% in size
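Yeast A-beta toxicity model in growth medium with pinned compounds, 48 h at 30 C; growth read as absorbance at 600 nm. Normalized to FeCl3/clioquinol equimolar mix (positive) and DMSO (negative).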
TGFb inhibitor: TGF-b pathway inhibition. HepG2 CAGA-GFP TGF-b/SMAD3 reporter, GFP fluorescence, 18 h; TGF-beta stimulated, 500 pg/mL final. Potency, µM (series often up to 46.1 µM), for the others: top-dose activity, negative = inhibition, actives largely listed as inhibitors. 410,000 tested, 1.2% active; further: potency means the concentration at half of the fitted maximal effect; on the % scale 0 is the no-effect control and ±100 the full control effect; nearly all actives have a fitted effect of over 65% in size
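Using HEPG2 CAGA-GFP reporter cells at 1000 cells/well, we pinned test compounds, stimulated with recombinant TGF-beta (500 pg/mL final) and measured total well GFP after 18 h.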
Nrf2 activator: activators of Nrf2 (ARE) signaling. 410,000 tested, 0.31% active. AREc32 ARE-luciferase reporter (MCF7-derived line), luminescence, 24 h. Potency, µM (top dose mostly 46.1 µM), for inactives: at the highest dose activation, actives largely listed as activators; further: potency means the concentration at half of the fitted maximal effect; % of control where 0% means no effect; nearly all actives have a fitted effect of over 65% in size
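Quantitative high-throughput format: AREc32 reporter cells, 1000 per well, received compound by pin transfer and were incubated 24 hr at 37 deg C, 5% CO2, before Steady-Glo luminescence detection.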
* = called active by the depositor; i = inactive; ? = inconclusive; . = not tested or not shown; & = joins results of further samples; [ ] = dose if it differs, or a comment. Unless noted, the call rests on the fitted dose curve; in most records, active means well fitted curve in the direction sought with a large enough effect; inconclusive means small, poorly fitted or top-dose-only effect, or another doubt; inactive means no such curve, though single readings can be large; an effect the other way counts as inactive or inconclusive.

SMILES	A549 viability	Nrf2 block	CCT modulator	Akt phos inh	HepG2 viability	Mm-Cpn inhibitor	Abeta rescue	TGFb inhibitor	Nrf2 activator
CCOC(=O)N1CCN(c2cc(C)c([N+](=O)[O-])cc2F)CC1	-2%	-27%	0.0	i	-1%	0%	5%	7%	-0.5%
CCC(CC)C(=O)Nc1nnc(S(=O)(=O)N2c3ccccc3CC2C)s1 (stereo unspecified)	0%&-16%	?	-0.4	i	6%&5%	3%	-17%&-9%	?	-1.2%&0.8%
COc1cc(OC)c2ccc(=O)oc2c1C(CC(=O)N1CCOCC1)c1ccc(N(C)C)cc1 (stereo unspecified)	-12%	-7%	-0.4	i	-11%	-1%	-2%	10%	0.3%
O=C(O)Cc1sc(Nc2cccc3ccccc23)nc1-c1ccc(F)cc1	-3%	?	-1.3	i	-26%	-5%	15%	0%	7.1%
CN(Cc1ccccc1)C(=O)CSc1nc2ccccc2c(=O)n1Cc1ccco1	-18%	?	-17	i	-17%	2%	-14%	-9%	-0.3%
CCOC(=O)C1=C(C)NC(=O)NC1c1ccccc1Cl (stereo unspecified)	1%	-17%	-2.0	i	36%	1%	2%	14%	-1.5%
COc1ccccc1/C=C/CN1CCOCC1	5%	12%	-1.1	i	-10%	3%	-11%	5%	-0.9%
COc1cccc(NC(=O)C2CCN(c3cnccn3)CC2)c1	-1%	-3%	-0.1	i	-13%	0%	4%	-29%	0.7%
COc1ccc(S(=O)(=O)N2CCCC2C(=O)Nc2ccc(C)cc2)cc1 (stereo unspecified)	-17%	-13%	-1.4	i	13%	1%	15%	-14%	0.2%
c1cncc(-c2nnc(-c3cccs3)o2)c1	-3%	5%	-2.4	i	2%	0%	-2%	0%	7.1%
Cn1c(=O)c2c(nc(N3CCc4ccccc4C3)n2Cc2ccc(Br)cc2)n(C)c1=O	4%	12%	-1.9	i	-11%	-4%	-2%	5%	-0.3%
CC(=O)c1cc(C#N)c(SCC(=O)Nc2nccs2)nc1C	4%	?	1.5	i	1%	-15%	-2%	-1%	3.9%
O=S1(=O)C[C@@H](O)[C@@H](Nc2ccc(Cl)cc2)C1	4%	-7%	-1.2	i	4%	0%	22%	-12%	-0.7%
COc1ccc(CCC2CCNCC2)cc1	1%	-19%	-0.4	i	-8%	-2%	-16%	-1%	-0.1%
CC(C)=NOC(=O)c1c(C)noc1-c1snnc1C	-7%	-2%	1.7	i	-4%	1%	-4%	-1%	1.8%
COc1ccccc1N(CC(=O)NCCSc1ccccc1)S(C)(=O)=O	-13%	-6%	-2.5	i	-11%	0%	-5%	-1%	0.1%
CC1CCN(C(=O)NC(=O)c2ccc(Cl)cc2)CC1	1%	-14%	-0.7	i	-33%	2%	5%	-4%	0.1%
O=C(NCCS(=O)(=O)N1CCN(c2ccccc2F)CC1)C1CC(=O)N(c2ccccc2)C1 (stereo unspecified)	2%&-5%	0%	0.1	i	7%&9%	0%	-6%	1%&19%	-0.9%&-0.7%
COc1ccccc1NC(=O)N1CCOCC1	6%	20%	1.2	i	14%	0%	7%	8%	0.3%
COc1ccc(C=O)cc1Cn1cnc2c(cnn2C)c1=O	0%	7%	-0.1	i	-1%	0%	-7%	1%	-0.1%
Cc1cc(C)c(NC(=O)CCCN2C(=O)COc3ccc(C)cc32)c(C)c1	-1%	2%	.	.	-46%	.	-2%	.	-1.1%
Cc1ccc(S(=O)(=O)NC(CC(=O)n2nc(C)cc2C)c2ccccc2)cc1 (stereo unspecified)	-3%	-5%	-7.4	i	1%	0%	6%	?	2.1%
COc1ccc(N2CC(NC(=O)/C=C\c3ccc4c(c3)OCO4)CC2=O)cc1OC (stereo unspecified)	-2%	.	.	.	-3%	.	-7%	-15%	-1.0%
COc1cccc(C(=O)SC2=NCCS2)c1	-11%	?	1.2	i	-30%	0%	-80%[inhibitor]	10%	-0.5%
CCCn1nnnc1-c1ccc(Cl)cc1	-5%	.	-5.1	.	0%	-26%	-11%	3%	-0.1%
Nc1ncnc2c1ncn2[C@@H]1O[C@H](C(=O)N2CCN(Cc3ccccn3)CC2)[C@@H](O)[C@H]1O	.	.	0.1	i	-8%	.	-2%	3%	0.7%
O=C1NC(=O)C(c2ccc(F)cc2)N1 (stereo unspecified)	-2%	-6%	-1.9	i	-40%	1%	11%	19%	0.0%
O=C1NC(=O)C(=O)N1	-1%	8%	0.5	i	15%	1%	-7%	7%	0.0%
O=C(NCCC1CCCC1)c1cccs1	2%	?	-2.0	i	-8%	-2%	-1%	-28%	2.5%
Cc1ccc(CNC(=O)CC2Sc3ccccc3NC2=O)cc1 (stereo unspecified)	-3%	-2%	-1.1	i	-1%	3%	5%	-6%	-0.4%

Sorted by value in Nrf2 activator (high to low): 3 from the list above.
molecule | Nrf2 activator
CC1CCN(C(=O)NC(=O)c2ccc(Cl)cc2)CC1 | 0.1%
O=C1NC(=O)C(c2ccc(F)cc2)N1 (stereo unspecified) | 0.0%
Cc1cc(C)c(NC(=O)CCCN2C(=O)COc3ccc(C)cc32)c(C)c1 | -1.1%

2 compounds picked at random from the list so far, as already listed:
SMILES	A549 viability	Nrf2 block	CCT modulator	Akt phos inh	HepG2 viability	Mm-Cpn inhibitor	Abeta rescue	TGFb inhibitor	Nrf2 activator
O=C1NC(=O)C(c2ccc(F)cc2)N1 (stereo unspecified)	-2%	-6%	-1.9	i	-40%	1%	11%	19%	0.0%
O=C(NCCC1CCCC1)c1cccs1	2%	?	-2.0	i	-8%	-2%	-1%	-28%	2.5%

Next records.
SMILES	A549 viability	Nrf2 block	CCT modulator	Akt phos inh	HepG2 viability	Mm-Cpn inhibitor	Abeta rescue	TGFb inhibitor	Nrf2 activator
N#CCSCC(=O)Nc1ccc(Br)cc1	-7%	?	-0.8	i	-17%	1%	10%	3%	-0.2%
CC1CCc2cccc3c(O)cc(=O)n1c23 (stereo unspecified)	16%	13%	-0.9	i	-3%	.	11%	-16%	0.4%
COc1ccc(CCN2CC(C(=O)OCC(=O)c3c(N)n(CC(C)C)c(=O)n(C)c3=O)CC2=O)cc1OC (stereo unspecified)	.	.	-0.7	i	0%	.	8%	13%	3.2%
CC(=O)NNC(=S)NC(=O)c1cccc([N+](=O)[O-])c1	11%	3%	-2.1	i	-13%	0%	0%	0%	-0.1%
CCNC(=O)C(=O)NCc1ccncc1	-4%	9%	-0.2	i	3%	1%	-8%	11%	-0.6%[9.22 µM]
Cc1ccc(NC(=O)CCc2nnc3ccc(N4CCN(C)CC4)nn23)cc1F	-3%	11%	-0.8	.	2%	3%	-20%	-2%	2.8%
CC(=O)/C(N=Nc1ccc(OC(F)(F)F)cc1)=C(\C)O	-9%	-13%	1.5	i	-39%	-1%	6%	-27%	-0.4%
CCCCNC(=O)c1ccc(CNc2c(N3CCC(C(=O)OCC)CC3)c(=O)c2=O)cc1	0%&1%	7%	-0.7&-1.3	i	3%&-2%	-2%	2%&-1%	1%&15%	2.1%&-0.6%
Cc1ccc(OCC(=O)Nc2ccc(O)c(C(=O)O)c2)cc1C	-4%	-17%	0.6	i	2%	-2%	2%	3%	-0.8%
O=C(COC(=O)c1cc([N+](=O)[O-])ccc1NCCO)Nc1ccc2c(c1)OCO2	?	10µM*	-1.8	i	3%	-1%	-6%	-26%	3.9%
COc1ccc(N/C=C(\C(C)=O)c2ccc(OC)c(OC)c2)cc1OC	-7%	-26%	-0.7	i	-6%	-1%	3%	12%	0.2%
Cc1cc(C)c(NC(=O)CSc2nc3ncc(Br)cc3[nH]2)c(C)c1	-10%	-27%	0.0	i	3%	-23%	-2%	19%	2.1%
COc1ccc(C(C)C)cc1S(=O)(=O)Nc1ccncc1	-2%	7%	0.5	i	0%	1%	1%	-13%	0.6%
O=C(CN(C(=O)CSc1nc2ccccc2o1)c1ccccc1)NC1CCCCC1	-1%	-5%	-1.7	i	-15%	0%	18%	-20%	0.3%
CCC(=O)N1CCN(c2cc(N3CCCC3)c(F)cc2[N+](=O)[O-])CC1	2%	-25%	0.3	i	-9%	.	-3%	-3%	1.7%
CCN(CC)S(=O)(=O)c1ccc(O)c(C(=O)OCC(=O)N2CCCc3ccccc32)c1	.	.	-25	i	-4%	.	2%	-2%	0.1%
Nc1ccc2cccc(O)c2c1	-14%	-26%	1.7	i	-21%	.	-2%	?	?
Cc1cccc(OCC(O)CN2CCN(C3CCCCC3)CC2)c1 (stereo unspecified)	-1%	9%	-2.5	i	-22%	-25%	-4%	10%	-0.2%
CCOc1ccccc1NC(=O)C1CCN(C(=O)c2cccs2)CC1	2%	-20%	2.9	i	-8%	-7%	1%	?	-0.6%
CSc1ncccc1C(=O)OCC(=O)N1CC(=O)Nc2ccccc21	3%	19%	-0.2	i	-4%	0%	-7%	0%	-0.2%
CC(C)N(C(=O)CSc1nc(Cc2ccccc2)nc2ccccc12)C(C)C	3%	18µM*	-2.4	i	6%	-5%	29%	?	1.7%
CC1(C)c2[nH]c3ccccc3c2C[C@@H]2C(=O)N(Cc3ccccc3)C(=O)N21	-1%	?	.	.	-16%	.	?	-15%	4.6%
COc1ccc(Cl)cc1NC(=O)CN(C)C(=O)CNC(=O)C12CC3CC(CC(C3)C1)C2	1%	3%	-0.2	i	2%	0%	-9%	-20%	0.1%
COc1ccc(C2/C(=C(/O)c3ccc4c(c3)CC(C)O4)C(=O)C(=O)N2CCCN2CCOCC2)cc1OC (stereo unspecified)	-6%	12%	-3.5	i	6%	-3%	11%	-1%	-0.2%
CCOc1cccc(CN2CCCC(N3CCc4ccccc4C3)C2)c1O (stereo unspecified)	0%	-3%	-1.9	i	-30%	2%	1%	7%	-0.1%
